Nrf2 block – Nrf2 pathway inhibition; Potency, µM (series often up to 46 µM), inactives show at the top dose activity change, negative = inhibition, actives largely listed as inhibitors; actives 2.1% (n = 360,000); A549 ARE-Fluc reporter, luciferase luminescence, 18-24 h; AID 504444; note: potency is the fitted concentration of half-maximal effect; % is set by controls: 0 for no effect and ±100 for the full control effect; nearly all actives have a fitted effect of over 60% in size
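In this cell-based qHTS, ARE-driven firefly luciferase in A549 cells reports Nrf2 activity; the luminescent signal after BugLite lysis is the measured value, with a prior CellTiter-Fluor read for cell health.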
HepG2 tox – HepG2 cytotoxicity, counter-screen for TGF-b inhibitors | AID 588856 | Potency, µM (titrated, usually from 46.1 µM), without a hit: at the highest dose activity change, negative = cytotoxicity, actives largely listed as cytotoxic | actives 0.76% (n = 410,000) | HepG2 CAGA-GFP viability, ATP luminescence, 18 h; note: potency is the fitted concentration of half-maximal effect; some results filed as inactive show a strong effect at the top dose
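HepG2 CAGA-GFP cells (1000/well, DMEM with 1% FBS) received compound, then TGF-beta at 500 pg/mL final, and were incubated 18 hours at 37 degrees C. Viability was read by CellTiter-Glo luminescence. Media-only wells were set as complete cell-killing and DMSO as no toxicity.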
TGFb SMAD3 inh – inhibitors of TGF-b signaling | HepG2 CAGA-GFP TGF-b/SMAD3 reporter, GFP fluorescence, 18 h; TGF-beta stimulated, 500 pg/mL final | Potency, µM (doses to about 46.1 µM), for the others: top-dose activity, negative = inhibition, actives largely listed as inhibitors | actives 1.2% (n = 410,000) | AID 588855; note: potency is the fitted concentration of half-maximal effect; % is set by controls: 0 for no effect and ±100 for the full control effect; nearly all actives have a fitted effect of over 65% in size
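Using HEPG2 CAGA-GFP reporter cells at 1000 cells/well, we pinned test compounds, stimulated with recombinant TGF-beta (500 pg/mL final) and measured total well GFP after 18 h.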
MmCpn inh – M. maripaludis TRiC chaperonin inhibition; purified Mm-Cpn ATPase, ADP Transcreener TR-FRET; Potency, µM (titrated, usually from 76.9 µM), without a hit: at the highest dose activity, negative = inhibition, most hits filed as inhibitors; actives 0.031% (n = 330,000); AID 504842; note: potency is the fitted concentration of half-maximal effect; % is set by controls: 0 for no effect and ±100 for the full control effect; nearly all actives have a fitted effect of over 80% in size
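Measured: ADP formation by purified Mm-CPN. Conditions: 25 nM protein, 10 uM ATP, Tris pH 7.4 with Mg2+, K+ and DTT, 37°C for 30 min. Detection: Transcreener HTRF after 30 min at room temperature.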
A549 viability – kills or reduces viability of A549 cells in Nrf2 counter-screen; A549 ARE-Fluc cells, CellTiter-Fluor viability, 18-24 h; Potency, µM (doses to about 46 µM), without a hit: at the top dose activity change, negative = cytotoxicity, usual class: inhibitors; actives 0.16% (n = 390,000); note: potency is the fitted concentration of half-maximal effect; % is set by controls: 0 for no effect and ±100 for the full control effect
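A549 ARE-Fluc cells in 5% FBS OPTI-MEM, 5000 cells/well, rested 2 h then exposed to compounds in concentration-response for 18-24 h at 37 °C. Viability by CellTiter-Fluor fluorescence (Ex 405/Em 525) after 30 min; luciferase luminescence (BugLite, 15 min, RT) read afterwards.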
Akt phos inh – blocks phosphorylation of Akt; actives 0.32% (n = 360,000); activity change, % for hits at 50 µM; Neuro2A IGF-stimulated pAkt S473 HTRF, 20 min; active compounds read low; in the data active = activity change below about -80%; inconclusive = mostly about -51% to -80%; note: % is set by controls: 0 for no effect and ±100 for the full control effect
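Neuro2A cells (4,500/well, DMEM with 0.5% FBS) were treated with compound at a single 50 µM final concentration, stimulated with 6 nM IGF for 20 min at 37 °C, and lysed. Phospho-Akt Ser473 was read by HTRF as 665/615 ratio ×10^4.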
Nrf2 activator – activates Nrf2 signaling; AREc32 ARE-luciferase reporter (MCF7-derived line), luminescence, 24 h; Potency, µM (doses to about 46.1 µM), for inactives: at the top dose activation, usual class: activators; actives 0.31% (n = 410,000); AID 624171; note: potency is the fitted concentration of half-maximal effect; % of control where 0% means no effect; nearly all actives have a fitted effect of over 65% in size
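AREc32 cells carrying an ARE-driven firefly luciferase, 1000 cells/well in OPTI-MEM with 5% FBS, dosed after overnight attachment and incubated 24 hr at 37 deg C. Steady-Glo luminescence read after 30 min at RT.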
CCT modulator – modulators of cytosolic chaperonin (CCT/TRiC) activity | AID 651819 | actives 0.3% (n = 360,000) | purified chaperonin ATPase assay, HTRF ADP detection, 30 min | activity change, % (test concentration not listed), hits read low; in the data active = activity change below about -30%; note: % is set by controls: 0 for no effect and ±100 for the full control effect
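TRiC (40 or 20 nM final, by batch activity) in 30 mM Tris pH 7.4, 100 mM KCl, 5 mM MgCl2, 1 mM DTT was treated with compound at 76 uM single dose, then 10 uM ATP, 30 min at 37 °C. ADP was read by HTRF Transcreener.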
Abeta rescue – compounds reversing amyloid beta toxicity in yeast | actives 0.063% (n = 410,000) | AID 1347071 | Potency, µM (top dose mostly 46.1 µM), inactives show at the top dose growth rescue, actives largely listed as activators | yeast expressing A-beta42, growth rescue, OD600, 48 h; response scale: 0% DMSO, 100% iron-clioquinol control; note: potency is the fitted concentration of half-maximal effect; nearly all actives have a fitted effect of over 55% in size
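Growth rescue measured by 600 nm absorbance after 48 h yeast culture at 30 C with compound. Values normalized between DMSO and an equimolar ferric chloride plus clioquinol control.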
* marks the source's active call; other numbers are inactive results; i = inactive; ? = inconclusive; . = no result given; & = joins results of further samples; [ ] = another dose, or the depositor's remark. Unless noted, calls come from the whole dose curve; as a rule, active = well fitted curve in the direction sought with a large enough effect; inconclusive = small, poorly fitted or top-dose-only effect, or another doubt; inactive = no such curve, though single readings can be large; an effect the other way counts as inactive or inconclusive. Random draw from the library; any-hit rate near 4.3%.

#	compound	Nrf2 block	HepG2 tox	TGFb SMAD3 inh	MmCpn inh	A549 viability	Akt phos inh	Nrf2 activator	CCT modulator	Abeta rescue
1	Cc1c(CN2CCCCC2C)c(=O)n(-c2ccccc2)n1C (stereo unspecified)	3%	-1%	-16%	-2%	14%	i	-0.6%	-8.1	4%
2	CCCCCc1c(-c2ccc(OC)cc2)ncn1CCc1ccccc1OC	.	.	.	.	.	i	-2.7%	0.8	-3%
3	CCOC(=O)N1CCC(N(CCCOC)C(=O)Nc2ccc(CC)cc2)CC1	12%	-25%	?	0%	8%	i	-0.6%	-0.1	-15%
4	N#C/C(=C(/O)COc1ccc(Cl)cc1)c1nc2ccccc2s1	23µM*	-2%	4%	1%	16µM*	i	2.2%	0.7	-7%
5	Nn1cnc2cc3ccccc3cc2c1=O	9%	6%	-1%	0%	0%	i	0.0%	1.3	-9%
6	O=C(Nc1ccccc1-c1nnc(SCc2ccc(Cl)cc2Cl)o1)c1ccccc1	-11%	1%	1%	3%	9%	i	0.7%[9.22 µM]	-4.5	1%
7	Cc1ccc(S(=O)(=O)N2CC=C(c3c(C)n(CC(=O)N4CCCC4)c4ccccc34)CC2)cc1C	-11%	-40%	?	.	-7%	.	2.2%	.	-13%
8	CCc1nn(C)c2c(=O)c(=O)c2n(C)[nH]1	-4%	5%	-11%	-3%	5%	i	-0.1%	-0.8	-3%

Of the compounds above, these have a halogen:
#	compound	Nrf2 block	HepG2 tox	TGFb SMAD3 inh	MmCpn inh	A549 viability	Akt phos inh	Nrf2 activator	CCT modulator	Abeta rescue
4	N#C/C(=C(/O)COc1ccc(Cl)cc1)c1nc2ccccc2s1	23µM*	-2%	4%	1%	16µM*	i	2.2%	0.7	-7%
6	O=C(Nc1ccccc1-c1nnc(SCc2ccc(Cl)cc2Cl)o1)c1ccccc1	-11%	1%	1%	3%	9%	i	0.7%[9.22 µM]	-4.5	1%

(cont.)
#	compound	Nrf2 block	HepG2 tox	TGFb SMAD3 inh	MmCpn inh	A549 viability	Akt phos inh	Nrf2 activator	CCT modulator	Abeta rescue
9	CC(NC(=O)c1cccs1)C(c1cccs1)N1CCOCC1 (stereo unspecified)	2%	-1%	-14%	4%	6%	i	-0.7%	0.4	8%
10	O=C(O)CCCCCN1C(=O)CSC1=S	12%	-1%	-8%	1%	-5%	i	1.7%	-5.4	-30%[inhibitor]
11	Cn1cc(S(=O)(=O)c2cccc(Cl)c2)c(=O)c2cc(F)c(N3CCN(c4ccccc4)CC3)cc21	-2%	3%	0%	.	-3%	.	-1.1%	.	7%
12	CCn1c(C)c(C(C)=O)c(N2CCN(c3ccccc3)CC2)nc1=S	.	2%	8%	-4%	-1%	i	0.1%	0.9	6%
13	Cc1c(Cl)ccc2c(C(=O)NCCCn3nccc3C)cc(-c3ccccn3)nc12	-11%	-28%	?	-25%	-13%	i	4.6%	1.7	?
14	Cc1ccc(CNC(=O)C2CCC(=O)N(C3CC3)C2)cc1 (stereo unspecified)	1%	0%	0%	-3%	-2%	i	0.1%	1.4	-1%
15	COc1ccccc1-c1noc(COC(=O)c2ccc(Br)o2)n1	13%	5%	-2%	-1%	0%	i	0.5%	1.7	16%
16	Cc1ccccc1Nc1nc(N)nc(CCl)n1	-3%	1%	-16%	0%	-11%	i	17%	1.4	-8%
17	CCCN(CCC)CCNC(=O)c1cc2c(-c3ccccc3F)nn(C)c2s1	?	-22%&-50%	?	-2%	2%&-12%	i	13%&23%	3.1	-36%&2%[inhibitor]
18	Cc1ccc(NC(=S)N=Nc2c(O)[nH]c3ccccc23)cc1	-20%	-39%	4µM*	1%	-11%	i	8.9%	0.4	12%
19	COc1ccc(S(=O)(=O)Nc2ccccc2)cc1	-9%	-1%	-2%	.	2%	i	0.1%	-3.8	2%
20	CCOc1cc(N2CCOCC2)c(OCC)cc1NC(=O)CN1C(=O)N(C)C2(CCCCC2)C1=O	-13%	0%	-4%	?	0%	i	0.1%	-0.2	14%
21	O=C(CCN1CCOCC1)NNC(=O)c1ccc(Cl)c([N+](=O)[O-])c1	1%	8%	14%	-6%	-8%	i	26%	-0.1	2%
22	Cc1cc(OCC(=O)NCC2(N(C)C)CCCCC2)cc(C)c1Cl	14%	-28%	-4%	.	?	.	3.1%	.	-2%
23	Cc1cc(C(=O)N/N=C/c2sccc2C)no1	?	-22%	2%	2%	2%	i	0.5%	-1.4	0%
24	COc1ccc(S(=O)(=O)NC(C)(C)CO)cc1-c1nnc2c3ccccc3c(C)nn12	-10%	-49%	17%	.	-4%	.	4.2%	.	13%
25	COc1ccc(CC(=O)N[C@@H]2c3ccccc3CC[C@@H]2OCc2ccccc2)cc1	-29%	-26%	?	1%	-5%	i	-1.0%	-1.1	2%
26	COC(=O)c1cc2oc3ccccc3c2n1Cc1nc(-c2cccc(Cl)c2)oc1C	23%	-61%	-12%	.	6%	.	5.7%	.	-9%
27	COCCNC(=O)CCCn1c(=O)c2cc(OC)c(OC)cc2n(CC(=O)Nc2ccccc2OC)c1=O	1%	0%	2%	0%	-7%	i	-0.9%	0.4	8%
28	O=C(COC(=O)CCCOc1ccc(Cl)cc1Cl)NCc1ccc(F)cc1	-7%	-4%	-16%	-3%	5%	i	-2.1%	-4.2	?
29	CC(CNC(=O)CCn1c(=O)c2cccn2c2ccc(F)cc21)c1ccccc1 (stereo unspecified)	-29%&-4%	2%&-27%	?	-8%	-6%&0%	i	0.4%&4.9%	-2.6	7%&-1%
30	O=C(CSc1nnc(-c2ccc3c(c2)OCO3)o1)Nc1ncc(Cl)cc1Cl	?	-25%	?	-2%	-7%	i	3.3%	-1.7	3%
31	CCOC(=O)c1ccc(NC(=O)Cn2c(=O)cc(C(F)(F)F)c3c(C)nn(C)c32)cc1	42%	-23%	-20%	.	12%	.	-0.6%	.	-10%
32	CC(Oc1ccccc1)C(=O)NNC(=O)c1cccs1 (stereo unspecified)	2%	8%	9%	-1%	1%	i	2.1%	-1.0	2%
33	CC(C)OCc1ccc(C(=O)N2CCN(S(=O)(=O)c3ccc(Br)s3)CC2)cc1	?	-22%	-28%	-1%	2%	i	-0.9%	0.1	-9%
34	COc1ccc(C)cc1NC(=O)C1CCCN(S(=O)(=O)c2cccnc2)C1 (stereo unspecified)	?	-11%	-17%	3%	20%	.	0.4%	2.5	-12%
35	Cc1ccc(NC(=O)c2sc3ccccc3c2Cl)nc1	?	4%	3%	-4%	0%	i	3.9%	-0.2	5%
36	O=S(=O)(NC1CCCCCCC1)c1ccc(F)cc1	-15%	13%	-3%	.	-7%	i	0.2%	0.6	-44%[inhibitor]
37	CCCS(=O)(=O)N1CCCC(C(=O)NC(C)c2ccc3c(c2)OCCO3)C1 (stereo unspecified)	?	8%	-6%	1%	1%	-114%*	-0.2%	0.0	3%
38	CC1C(=O)N2CCCc3cc(S(=O)(=O)N4CCN(c5ccc(F)cc5)CC4)cc1c32 (stereo unspecified)	-14%	-8%	0%	-6%	1%	i	-0.2%	-0.6	4%
39	CCc1ccccc1NC(=O)C1CCN(C(=O)N2CCOc3ccccc32)CC1	1%	-11%	-6%	-1%	2%	i	2.4%	-2.8	1%
40	COc1ccc(NC(=O)CSc2nnc(C3CCCCC3)n2N)c(OC)c1	5%	-5%	-3%	-1%	4%	i	-0.7%	-2.8	20%
41	Clc1ccccc1OCCCn1ccnc1	-7%	-5%	-7%	0%	21%	i	-0.1%	-0.4	2%
42	CCC1CCCCN1CCCNC(=O)c1ccc2c(c1)N(Cc1ccccc1)C(=O)c1ccccc1S2(=O)=O (stereo unspecified)	12%	-51%	.	.	-7%	.	6.8%	.	-2%
43	CCOc1ccc(C(C)NC(=O)Nc2ccc(F)cc2F)cc1 (stereo unspecified)	-4%	-3%	0%	2%	3%	i	0.3%	2.5	7%
44	O=C(N/N=C/c1ccccc1O)C1(O)c2ccccc2-c2ccccc21	-7%	-39%	?	2%	0%	i	-1.2%	-6.3	7%
45	O=C(NCc1ccc2c(c1)OCO2)c1ccc(CS(=O)(=O)c2ccc(Br)cc2)o1	?	-14%	-13%	-2%	-2%	i	-0.2%	0.5	2%
46	Cc1sc2ncnc(OCC(=O)NC(C)C(C)C)c2c1C (stereo unspecified)	-2%	0%	5%	-5%	-8%	i	-0.2%	0.7	2%
47	CN(c1ccccc1)S(=O)(=O)c1ccc(C(=O)OCC(=O)N2CCOCC2)cc1	12%	-11%	-1%	-1%	-19%	i	0.2%	-0.4	24%
48	COc1ccc(NC(C)=O)cc1S(=O)(=O)Nc1ccc(OCc2ccccc2)cc1	?	-42%	-11%	0%	0%	i	-1.3%	-0.3	10%
49	COCCN1C[C@@H](CO)O[C@@H](n2cnc3c(NC4CCCC4)ncnc32)C1	.	-23%	-17%	.	.	i	5.6%	1.2	-20%
50	O=C1N(Cc2ccc3c(c2)OCO3)c2ccccc2C1(O)c1c[nH]c2ccccc12 (stereo unspecified)	3%	-17%	-11%	-1%	-5%	i	-0.5%	-1.3	17%
51	O=C(CN(C(=O)c1csnn1)c1ccc(F)c(Cl)c1)NCc1ccc(F)cc1	1%	-33%	-23%	-2%	-2%	i	-0.5%	-1.9	-3%
52	COc1ccc(NC(=O)c2c(C)oc3ccc(O)c(CN4CCN(C)CC4)c23)cc1Cl	16%	-48%	?	.	11%	.	4.4%	.	-13%
53	Cc1cccc(C(=O)NNC(=O)c2ccc(NC(=O)C(C)(C)C)cc2)c1	?	-2%	-6%	-1%	2%	i	2.9%	0.3	6%

Screening results: PubChem BioAssay, National Center for Advancing Translational Sciences (NCATS)
